# Compound activity deposited in PubChem by NMMLSC.
# Bcl-2 Bim block – inhibitors of Bim-Bcl-2 binding, primary screen, biochemical, multiplexed, human Bcl-2 family | 0.06% of 190,000 active | Apoptosis regulator Bcl-2 (Homo sapiens), P10415 | inhibition, % at 10 µM | Bead-based flow cytometry, Bim peptide-Bcl-2 binding | AID 950, 2007; in the data active = inhibition above about 40%; inconclusive = no clear call, values can overlap the other calls;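 note: 0% = no compound wells with probe peptide and 100% = reference peptide inhibitor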
# Target sequence (P10415 whole entry, looked up): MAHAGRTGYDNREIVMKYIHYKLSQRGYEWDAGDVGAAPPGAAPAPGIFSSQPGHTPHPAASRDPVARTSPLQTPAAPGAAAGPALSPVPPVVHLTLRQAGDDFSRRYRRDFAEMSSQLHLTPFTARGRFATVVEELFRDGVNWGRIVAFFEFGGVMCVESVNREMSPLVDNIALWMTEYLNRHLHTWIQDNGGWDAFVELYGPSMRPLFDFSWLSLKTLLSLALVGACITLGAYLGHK
# Cdc42 wt – modulators of GTP binding to wildtype Cdc42, primary screen, biochemical, multiplex bead flow cytometry, Bodipy-GTP. GST-Cdc42 beads; actives lie on both sides. Cell division control protein 42 homolog (Homo sapiens), P60953. 0.2% of 190,000 active. percent activity (GTP binding), % at 10 µM. AID 761, 2007;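 active = percent activity GTP binding at least 20 points away from the 100% baseline, either down as inhibitor or up as activator; inconclusive = compound flagged as likely green fluorescent from well-wide comparison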;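 note: median bead fluorescence of bound Bodipy-FL-GTP at 100 nM; 0% = excess unlabeled GTP control and 100% = no compound control; below 100% means less GTP binding so inhibitor and above means activator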
# Target sequence (P60953 whole entry, looked up): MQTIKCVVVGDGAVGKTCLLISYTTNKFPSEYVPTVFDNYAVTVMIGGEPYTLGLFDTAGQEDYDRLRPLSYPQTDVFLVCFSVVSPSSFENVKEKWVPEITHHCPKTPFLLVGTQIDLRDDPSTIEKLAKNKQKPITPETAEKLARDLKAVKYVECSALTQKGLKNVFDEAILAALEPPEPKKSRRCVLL
# Rac1 mut GTP – GTP binding modulators of activated mutant Rac1, primary screen, biochemical, bead-based flow cytometry, multiplex, fluorescent GTP | Ras-related C3 botulinum toxin substrate 1 (Homo sapiens), P63000 | GST-Rac1 activated beads; actives lie on both sides; 100% means binding = to untreated wells | percent activity (GTP binding), % at 10 µM | 0.11% of 190,000 active | AID 764, 2007;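 active = GTP binding at least 20 percentage points away from the 100% baseline, in either direction, so actives lie on both sides; inconclusive = Compound likely fluorescent itself, or too few beads counted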
# Rac1 wt GTP bind – wildtype Rac1 GTP binding modulators, primary screen, biochemical, GST-Rac1 beads, flow cytometry, multiplex; GTP binding activity (% of control), % at 10 µM; fluorescent GTP binding; actives lie on both sides; 0 = cold GTP competed, 100 = untreated; 0.27% of 190,000 active;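 active = GTP binding activity at least 20 points away from the 100% control level, either lower or higher; inconclusive = compound flagged as likely green fluorescent, judged across all proteins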
# Rab2A wt mod – modulators of GTP binding to Rab2A wildtype, primary screen, biochemical, dog, bead-based flow cytometry, multiplex | GST-Rab2 wt beads, Bodipy-GTP binding | GTP binding activity, % at 10 µM | AID 760, 2007 | 0.19% of 190,000 active | Ras-related protein Rab-2A (Canis lupus familiaris), P61105;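 active = GTP binding activity at least 20 points away from 100%, either lowered or raised; inconclusive = signal likely due to the compound's own green fluorescence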;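 note: 0% = beads with excess unlabeled GTP and 100% = no-compound control corrected for plate trend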
# Bim-Bcl-XL – inhibitors of Bim-Bcl-XL binding, primary screen, biochemical, multiplexed, bead flow cytometry, human Bcl-XL. Bcl-2-like protein 1 (Homo sapiens), Q07817. Bim peptide-Bcl-XL binding, fluorescence. inhibition, % at 10 µM. 0.04% of 190,000 active. AID 1007, 2008
# Target sequence (Q07817 whole entry, looked up): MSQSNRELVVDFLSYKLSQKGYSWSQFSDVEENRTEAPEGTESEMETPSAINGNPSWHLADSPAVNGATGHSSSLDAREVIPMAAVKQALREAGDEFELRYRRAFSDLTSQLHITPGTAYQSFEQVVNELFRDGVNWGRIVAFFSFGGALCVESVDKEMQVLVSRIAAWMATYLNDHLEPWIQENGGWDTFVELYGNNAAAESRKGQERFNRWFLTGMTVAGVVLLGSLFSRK
# Bcl-B Bim block – inhibitors of Bim-Bcl-B binding, primary screen, biochemical, multiplexed, human Bcl-2 family. Bcl-2-like protein 10 (Homo sapiens), Q9HD36. bead-based flow cytometry, Bim peptide-Bcl-B binding. inhibition, % at 10 µM. 0.073% of 190,000 active;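 note: 0% = tracer peptide without compound and 100% = reference inhibitor peptide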
# HRas wt GTP – modulators of GTP binding to HRas wildtype, primary screen, biochemical, bead-based flow cytometry, multiplex | GTPase HRas (Homo sapiens), P01112 | GST-Ras wt beads, Bodipy-FL-GTP binding; actives lie on both sides | GTP binding activity, % at 10 µM | 0.14% of 190,000 active | AID 759, 2007;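 active = GTP binding activity at least 20% away from the 100% baseline, either lowered as inhibitor or raised as activator; inconclusive = flagged as likely green fluorescent, judged across all proteins in the well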;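 note: 0% = unlabeled GTP competition control and 100% = no-compound control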
# Bfl-1 Bim block – inhibitors of Bim binding to Bfl-1, primary screen, biochemical, multiplexed, bead-based flow cytometry. 0.12% of 190,000 active. Bim-Bfl-1 binding inhibition. Bcl-2-related protein A1 (Homo sapiens), Q16548. inhibition, % at 10 µM;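 note: 0% = wells without compound plus tracer and 100% = blocker peptide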
# Bim-Bcl-W – inhibitors of Bim binding to Bcl-W, primary screen, biochemical, multiplexed, bead-based flow cytometry; Bim peptide-Bcl-W binding; inhibition, % at 10 µM; 0.02% of 190,000 active; AID 952, 2007;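 note: 0% = bound tracer without compound and 100% = peptide blocker; higher means less fluorescent Bim peptide bound to Bcl-W beads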
# Target sequence (Q92843 whole entry, looked up): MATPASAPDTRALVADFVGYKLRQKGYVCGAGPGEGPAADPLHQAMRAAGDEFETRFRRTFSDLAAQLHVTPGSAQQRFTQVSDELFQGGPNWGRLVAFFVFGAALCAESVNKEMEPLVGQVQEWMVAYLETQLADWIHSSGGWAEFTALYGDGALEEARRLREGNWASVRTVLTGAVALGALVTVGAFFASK
# Rab7 wt GTP bind – modulators of GTP binding to Rab7, primary screen, biochemical, wildtype, multiplex bead flow cytometry; Rab7 GTPase wild type (dog), Bodipy-FL-GTP binding; GST-Rab7 beads, fluorescent GTP binding; actives lie on both sides; untreated = 100%, excess cold GTP = 0%; GTP binding activity (percent of control), % at 10 µM; 0.055% of 190,000 active; AID 758, 2007;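 active = fluorescent GTP binding to Rab7 beads changed by at least 20 points from the 100% baseline, either direction, mostly lower; inconclusive = compound itself probably fluorescent, or too few beads counted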;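 note: median green fluorescence of bound Bodipy-FL-GTP per Rab7 bead population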
# The depositor's hits bear a star; ? = inconclusive; · = no result given; [ ] = remark or other dose. Cut-off read from the data, not from the text of the source, unless noted: active = inhibition above about 40%. Compounds were not picked by outcome; any-hit rate near 0.62%.
SMILES,Bcl-2 Bim block,Cdc42 wt,Rac1 mut GTP,Rac1 wt GTP bind,Rab2A wt mod,Bim-Bcl-XL,Bcl-B Bim block,HRas wt GTP,Bfl-1 Bim block,Bim-Bcl-W,Rab7 wt GTP bind
CC(C)(C)CC(C)(C)NC(=S)NC1CCN(Cc2ccccc2)CC1,-8,100,100,103,99,-7,-7,100,-10,-6,99
COc1ccccc1/C=C/CN1CCCC(CCC(=O)NCc2ccccc2F)C1 (stereo not given),0,98,96,96,100,-2,-2,97,-1,0,96
CC(=O)OCCNc1cc(N2CCN(C)CC2)c2noc3c2c1C(=O)c1ccccc1-3,0,96,96,102,96,-6,-16,98,3,4,100
COc1ccc(-c2nnc(CSc3nc4ccccc4c(=O)n3C)o2)cc1OC,-9,104,104,120*[activator],106,1,-23,107,-9,-4,106
Cc1cc(NC(=O)CSc2nc3ccccc3c(=O)n2Cc2ccc(F)cc2)no1,-4,97,95,100,96,-1,0,96,0,-4,95
CC1CCN(C(=O)CN(c2ccc(Cl)c(C(F)(F)F)c2)S(C)(=O)=O)CC1,0,96,98,97,99,0,0,95,-2,-3,97
N#CC(c1cccc(C(F)(F)F)c1)(c1ncc(C(F)(F)F)cc1Cl)N1CCOCC1 (stereo not given),-7,102,100,105,102,-2,-3,104,-10,1,106
COC(=O)c1ccc(S(=O)(=O)c2ccc(C(=O)OC)s2)s1,-1,101,100,101,102,-1,0,103,0,0,103
CCN(CC)c1ccc(NC(=O)c2cc(OC)cc(OC)c2)c(C)c1,-9,96,95,93,95,-4,-6,95,-10,0,93
Oc1ccc(Br)cc1C=Nc1ccc2[nH]ncc2c1,-5,95,97,96,96,-4,-7,96,-2,-3,96
O=C(NCCCn1ccnc1)C(=O)NCC1OCCCN1S(=O)(=O)c1ccc(F)cc1 (stereo not given),1,97,95,101,98,-2,3,99,-2,-1,97
CC12CN(NC(=O)c3ccccc3F)C3(C#N)CC1CCC23C (stereo not given),5,95,96,90,95,6,7,93,9,3,92
CC1CC1c1ccc(/C=C(\C#N)C(=O)Nc2ccc(Cl)cc2Cl)o1 (stereo not given),-1,102,95,104,98,-6,-5,99,4,-4,98
Cc1cc(=O)n2nc(N3CCCC3C(=O)NCCCN3CC(C)CC(C)C3)sc2n1 (stereo not given),-4,?,?,?,?,-2,-5,?,-8,5,?
CCCCN(C(=S)NC(=O)c1ccccc1)c1c(N)n(Cc2ccccc2)c(=O)[nH]c1=O,-5,?,?,?,?,1,-3,?,-1,1,?
NC(=S)c1ccc(C(N)=S)o1,-1,104,99,101,100,-2,-5,102,0,-4,98
COc1ccc(C(=O)Nc2ccc(C(=O)OCC(=O)c3cccc4ccccc34)cc2)cc1,·,102,101,106,101,15,83*,104,20,24,101
O=C(COC(=O)c1ccc(S(=O)(=O)NCc2ccco2)cc1)NCCC1=CCCCC1,-9,103,99,108,101,-9,-9,101,-16,-3,99
COc1cc(S(=O)(=O)N2CCN3CCCC3C2)ccc1-n1cnnn1 (stereo not given),-4,101,101,100,103,-4,-2,100,-3,-1,101
O=C(C[n+]1cc(-c2ccc(Br)cc2)n2c1CCCCC2)c1ccccc1,-1,99,97,102,99,-4,-5,97,-4,-2,94
O=C(O)CCn1c(C2CCCCC2)nc2ccccc21,-3,104,100,103,99,1,-1,101,-9,4,101
COc1cc(/C=C/C(=O)Nc2nnc(C(C)(C)C)s2)cc(OC)c1OC,-8,99,99,102,99,4,0,99,-18,3,101
COc1ccc(-c2csc(NC(=O)CCn3cnc4ccccc4c3=O)n2)cc1OC,-15,97,98,100,99,-5,-9,100,-15,0,103
COc1cccc(NC(=O)CN(C)CC(=O)Nc2ccc3c(c2)CCC3)c1,0,96,96,98,96,-5,-2,98,-2,2,99
CN(C(=O)c1ccc(S(=O)(=O)c2cccc(Cl)c2)c([N+](=O)[O-])c1)C1CCCCC1,-6,95,95,98,96,-5,-6,98,-6,-2,96

# A section from further up:
SMILES,Bcl-2 Bim block,Cdc42 wt,Rac1 mut GTP,Rac1 wt GTP bind,Rab2A wt mod,Bim-Bcl-XL,Bcl-B Bim block,HRas wt GTP,Bfl-1 Bim block,Bim-Bcl-W,Rab7 wt GTP bind
Oc1ccc(Br)cc1C=Nc1ccc2[nH]ncc2c1,-5,95,97,96,96,-4,-7,96,-2,-3,96
O=C(NCCCn1ccnc1)C(=O)NCC1OCCCN1S(=O)(=O)c1ccc(F)cc1 (stereo not given),1,97,95,101,98,-2,3,99,-2,-1,97

# The list continues:
SMILES,Bcl-2 Bim block,Cdc42 wt,Rac1 mut GTP,Rac1 wt GTP bind,Rab2A wt mod,Bim-Bcl-XL,Bcl-B Bim block,HRas wt GTP,Bfl-1 Bim block,Bim-Bcl-W,Rab7 wt GTP bind
COC(=O)[C@@]1(Cc2ccc(F)cc2)[C@H]2c3cc(C(=O)N(C)C)n(CCc4ccc(OC)c(Br)c4)c3C[C@H]2CN1C(=O)c1ccccc1,0,97,96,102,98,-2,-2,100,0,-2,101
CCOC(=O)c1[nH]c2c(c1C)C(=O)CC(c1ccc(OC)c(OC)c1)C2 (stereo not given),-2,99,95,97,97,-5,-3,98,-1,-3,97
CCCCn1c(=O)c2c(O)cc(=O)oc2c2ccccc21,-12,95,97,99,96,-4,-6,97,-11,2,98
CCCCC(CC)CNS(=O)(=O)c1ccc2c(c1)CCN2C(=O)CCC(=O)O (stereo not given),-11,99,97,103,97,-7,0,96,-3,-6,99
Cc1ccccc1CS(=O)(=O)c1nnc([C@H](Cc2ccccc2)NC(=O)OC(C)(C)C)o1,-1,98,92,95,103,1,1,100,-3,1,100
CCCCn1c(=O)c(-c2ccccc2)c(O)c2ccccc21,-5,96,94,96,95,-10,-3,96,-11,3,96
CCOCCCNC(=O)c1cc(=O)n(Cc2cccc(C)c2)c2ccccc12,-5,90,93,88,92,-17,-5,92,-3,-12,94
CC(C)CCC(C)NC(=O)c1ccc2nccnc2c1 (stereo not given),-4,94,94,94,97,0,-3,95,-6,0,97
COc1cc(/C=N/Nc2ccccn2)ccc1OCC(C)C,0,91,95,99,98,0,-4,97,2,0,91
O=C(CSc1nc2ccccc2[nH]1)N1CCN(c2ccc(F)cc2)CC1,1,100,97,95,97,-18,-2,98,1,-2,96
Fc1ccccc1N1CCN(C(c2cccs2)c2nnnn2CCc2ccccc2)CC1 (stereo not given),1,102,96,97,99,-1,-2,101,-2,2,97
CS(=O)(=O)N(CC(=O)NCCC1=CCCCC1)c1cccc([N+](=O)[O-])c1,-2,94,97,96,98,-4,-5,97,-2,-5,106
COc1ccc(CNC(=O)C2Cc3ccccc3CN2C(=O)c2ccco2)cc1 (stereo not given),-4,101,99,101,101,-1,-2,100,-5,0,105
COC(=O)c1cc(OC)c(OC)cc1NC(=O)c1cc(-c2ccccc2)nc2ccccc12,-15,103,99,107,104,-11,-11,101,-18,0,98
CCOc1ccc(/C=N/NC(=O)CC(=O)NCc2ccccc2)cc1,0,102,99,103,98,-1,-6,98,-4,0,96
Cc1cccc(NC(=O)c2ccc(C3SCC(=O)N3CCc3ccccc3)cc2)c1 (stereo not given),-9,97,99,102,98,-10,-8,97,-13,-5,96
Cc1cc(COc2ccccc2OCCN2CCN(C)CC2)no1,0,101,97,99,100,0,-2,101,0,0,101
COc1cccc(N2C(=O)N(c3ccccc3)C3CS(=O)(=O)CC32)c1 (stereo not given),0,100,100,101,99,-4,-1,100,0,0,97
COc1cc(C(=O)OCC(=O)Nc2ccc3c(c2)OC(F)(F)O3)ccc1OCc1c(C)noc1C,-5,34*,37*,39*,40*,-3,-5,43*,-12,-1,28*
CCn1c(COc2ccccc2OC)nnc1SCC#N,-11,98,95,95,96,-3,-7,100,-5,-3,96
Cc1cnc(C(=O)OCC(=O)Nc2ccc(Oc3ccccc3)cc2)cn1,-12,100,98,98,98,-3,-8,98,-8,-1,95
CN(C)S(=O)(=O)N1CCN(c2ccc(Cl)cc2)CC1,1,102,102,104,101,0,-2,102,1,-2,99
COCC(=O)N(Cc1ccccc1)c1ccccn1,3,98,96,94,96,-3,0,97,-1,-4,93
CCOC(=O)c1sc(NC(=O)CCC(=O)O)nc1C,0,97,98,101,98,-1,-4,98,-4,0,99
O=c1ncn(-c2ccccc2F)c2ncccc12,0,98,98,98,97,0,-2,99,-1,0,99

# Only Bim-Bcl-W, for some of the entries so far:
Compound | Bim-Bcl-W
COCC(=O)N(Cc1ccccc1)c1ccccn1 | -4
CCOC(=O)c1sc(NC(=O)CCC(=O)O)nc1C | 0

# In a second layout: three of the compounds above.
molecule	Bcl-2 Bim block	Cdc42 wt	Rac1 mut GTP	Rac1 wt GTP bind	Rab2A wt mod	Bim-Bcl-XL	Bcl-B Bim block	HRas wt GTP	Bfl-1 Bim block	Bim-Bcl-W	Rab7 wt GTP bind
O=c1ncn(-c2ccccc2F)c2ncccc12	0	98	98	98	97	0	-2	99	-1	0	99
Fc1ccccc1N1CCN(C(c2cccs2)c2nnnn2CCc2ccccc2)CC1 (stereo not given)	1	102	96	97	99	-1	-2	101	-2	2	97
Cc1cccc(NC(=O)c2ccc(C3SCC(=O)N3CCc3ccccc3)cc2)c1 (stereo not given)	-9	97	99	102	98	-10	-8	97	-13	-5	96
